Compound activity deposited in PubChem by several laboratories.
BaF3 tox – reduces parental Ba/F3 cell viability, JAK2V617F counter-screen. CellTiter-Glo ATP luminescence. inhibition, % at 5.6 µM. 220,000 compounds, 1.1% hits. AID 1486;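 active means inhibition above a per-campaign cutoff, the mean inhibition of all tested compounds plus 3 SD, cut at about 27% in these data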;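 further: 0% = DMSO wells and 100% = JAK Inhibitor I control wells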
Ba/F3 V617F tox – reduce viability of Ba/F3 cells dependent on JAK2V617F | Ba/F3 EpoR-JAK2V617F viability, ATP luminescence | inhibition, % at 5.6 µM | 220,000 compounds, 1.1% hits;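 active means inhibition above the campaign mean plus 3 SD over all tested compounds, cut at about 24% in these data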;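 further: cytokine-independent growth of Ba/F3 cells driven by EpoR plus mutant JAK2; 0% = DMSO-treated cells and 100% = JAK inhibitor I control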
TRPN1 ag – activates the zebrafish TRPN1 channel; AID 1424; HEK293 zebrafish TRPN1-YFP, Fluo-8 calcium fluorescence; 100% = response to 87 µM carbachol; activation, % at 3 µM; 220,000 compounds, 0.18% hits;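 active means activation above its plate's cutoff, the mean activation of test wells on that plate plus 3 SD, cut at about 19% in these data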;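 further: 0% = DMSO alone and 100% = 87 µM carbachol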
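Material: zebrafish TRPN1-YFP in HEK293 cells; Doses: single test compound dose, 3 µM nominal, 0.3% DMSO; Timing: dye loading 1 h at 37 °C, then 30 min room temperature; Technique: intracellular calcium fluorescence with Fluo-8; Benchmarks: high carbachol 87 µM, low DMSO alone.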
PPC-1+TRAIL kill – PPC-1 cancer cell killing with TRAIL present; 220,000 compounds, 0.41% hits; AID 1443; PPC-1 cells + TRAIL, ATPLite viability luminescence; cell killing (% activity), % at 4 µM;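 active means cell killing above 50% in the first pass at 4 µM, then a duplicate retest at 5 µM averaging 50% or more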;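 further: plate controls were cells with TRAIL plus DMSO for no effect and medium-only wells lacking cells for full effect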
TNF necrop inh – blocks TNF-alpha induced death of Jurkat FADD-/- cells; activation (protection from cell death), % at 10 µM; 220,000 compounds, 0.068% hits; Jurkat FADD-/- TNF necroptosis rescue, ATP luminescence, 24 h; 0 = TNF only, 100 = no-TNF cells;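 active means activation, meaning protection from cell death, of at least 50% relative to plate controls; inactive means activation below 50%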;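 further: necroptosis triggered by 40 ng/mL TNF-alpha added together with compound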
RBBP9 inhibitor – human RBBP9 hydrolase inhibition | 220,000 compounds, 0.2% hits | inhibition, % at 7.94 µM | recombinant RBBP9, FP-Rh probe fluorescence polarization;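 active means inhibition above the campaign mean of all tested compounds plus 3 SD, cut at about 14% in these data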;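 further: plate controls were DMSO wells with RBBP9 for no effect and wells lacking RBBP9 protein for full effect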
Target sequence (O75884 whole entry, looked up): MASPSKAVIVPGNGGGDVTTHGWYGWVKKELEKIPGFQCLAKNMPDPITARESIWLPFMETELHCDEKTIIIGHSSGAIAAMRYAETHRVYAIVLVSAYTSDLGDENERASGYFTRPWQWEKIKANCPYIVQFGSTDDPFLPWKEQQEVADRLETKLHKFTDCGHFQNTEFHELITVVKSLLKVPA
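Test system: recombinant human RBBP9; Timing: 30 min then 45 min, 25 °C; Detection: fluorescence polarization; Control set: RBBP9 with DMSO as uninhibited control, no-protein wells as full inhibition; Compound dosing: one concentration, 7.94 µM nominal, 0.794% DMSO; Probe or stimulus: FP-Rh activity-based probe, 375 nM before mixing.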
CHOP inhibitor – inhibitors of CHOP induction in ER stress response. 220,000 compounds, 3.8% hits. CHO-K1 CHOP-promoter luciferase, tunicamycin-induced, 15-18 h. inhibition, % at 10 µM;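 active means compounds that reduced the stress-induced luciferase reporter signal by more than about 70% of percent inhibition, limit read from the data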;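 further: 0% = tunicamycin plus vehicle and 100% = wells without tunicamycin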
TRPML3 ag – agonists of human TRPML3 channel | Q8TDD5 | HEK293 TRPML3-YFP, Fluo-8 calcium fluorescence; 100% = the carbachol control signal | 220,000 compounds, 0.29% hits | AID 1448 | activation, % at 3 µM;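 active means activation above its plate's cutoff, the mean activation of the plate's test wells plus 3 SD, cut at about 12% in these data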;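 further: 0% = DMSO only wells and 100% = carbachol wells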
Target sequence (Q8TDD5 whole entry, looked up): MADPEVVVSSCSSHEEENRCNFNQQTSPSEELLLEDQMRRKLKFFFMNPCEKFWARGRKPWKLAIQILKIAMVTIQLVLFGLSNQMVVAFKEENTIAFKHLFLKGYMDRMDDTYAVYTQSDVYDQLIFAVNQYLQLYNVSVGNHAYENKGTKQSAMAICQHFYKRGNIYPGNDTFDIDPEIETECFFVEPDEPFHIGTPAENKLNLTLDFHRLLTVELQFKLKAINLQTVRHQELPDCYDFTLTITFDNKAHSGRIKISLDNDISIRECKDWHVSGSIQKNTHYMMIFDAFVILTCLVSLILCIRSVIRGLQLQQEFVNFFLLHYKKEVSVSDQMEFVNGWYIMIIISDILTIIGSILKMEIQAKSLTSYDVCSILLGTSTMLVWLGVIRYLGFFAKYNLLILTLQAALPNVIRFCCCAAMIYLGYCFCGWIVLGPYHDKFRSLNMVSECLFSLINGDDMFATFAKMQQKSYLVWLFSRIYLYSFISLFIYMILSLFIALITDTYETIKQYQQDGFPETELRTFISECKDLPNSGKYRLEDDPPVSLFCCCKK
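Test system: HEK293 cells stably carrying human TRPML3-YFP; Doses: single dose, 3 µM final nominal compound, 0.3% DMSO final; Schedule: dye loading 1 h 37 °C then 30 min ambient, 125 s read; Technique: Fluo-8 calcium fluorescence; Benchmarks: high control carbachol 87 µM, low control DMSO.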
Wee1 stabilizer – blocks degradation of human Wee1 kinase | P30291 | HeLa Luc-Wee1K328M stability, luciferase luminescence; 100% = proteasome inhibitor MG132 effect | reporter increase, % at 5 µM | 220,000 compounds, 1.2% hits | AID 1321;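 active means activation above the mean of all tested compounds plus 3 SD, set per screening run, cut at about 8.8% in these data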;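 further: cells exposed to compound for 20 h before luminescence read; 0% = DMSO alone and 100% = MG132 at 30 µM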
Active calls of the source: *; [ ] = another dose, or the depositor's remark.

SMILES	BaF3 tox	Ba/F3 V617F tox	TRPN1 ag	PPC-1+TRAIL kill	TNF necrop inh	RBBP9 inhibitor	CHOP inhibitor	TRPML3 ag	Wee1 stabilizer
CC(=O)c1c(C)c(C)c2n1CCn1c(C)ccc1-2	-4	0	2.2	35	-0.2	-4	1	1.9	2
Cc1cc(=O)n2cc(-c3ccccc3)nc2[nH]1	9	2	-0.5	26	-3.1	-8	-11	0.6	4
COCCOC(=O)C1=C(C)NC(=O)NC1/C=C/c1ccccc1 (stereo not given)	5	-3	0.9	17	2.5	-7	10	1.2	1
Cc1ccc(-c2nn3c(C)nnc3s2)cc1NC(=O)c1ccc(Br)o1	10	3	1.4	9	-1.5	-6	20	-0.7	-1
CCOC(=O)c1sc(=S)n2c1[nH]c(=O)c1ccc(C(=O)OC)cc12	5	3	1.0	4	-6.2	-9	91*	0.7	0
Cc1ccc(-c2csc3ncn(Cc4ccc(C(=O)O)cc4)c(=O)c23)cc1C	3	-2	-0.3	9	1.7	-7	-12	2.4	-2
O=C(CCCOc1ccccc1)Nc1ccccc1C(F)(F)F	3	0	-0.8	-22	2.3	-1	15	-1.1	1
NC(=O)C1CCN(C(=O)CSc2ncccn2)CC1	2	-2	-0.2	1	-1.0	-8	-4	-0.2	-2
CCCCC(CCC(=O)Nc1ccc(C(=O)OC)cc1)C(=O)O (stereo not given)	0	-2	-1.0	-2	-0.4	-8	31	-0.5	1
O=C(Cn1c(=O)oc2cc(S(=O)(=O)N3CCCCC3)ccc21)N1CCc2ccccc21	9	-3	0.2	7	0.6	-4	68	1.1	-1
COc1ccc(C)cc1N(CC(=O)Nc1ccc2c(c1)OCCO2)S(C)(=O)=O	4	-1	-1.4	25	0.5	-6	-2	0.2	-1
CC(=O)C1C(c2ccccc2Cl)NC(=O)NC1(O)C(F)(F)F (stereo not given)	3	-3	-0.5	12	0.5	-10	-41	0.7	4
CC(=O)CCc1ccc2oc(C(=O)O)c(C)c2c1	1	-5	1.8	-9	0.6	-11	62	0.6	0
CCc1ccc(N2C(=O)CC(c3ccc(F)cc3)C3=C2COC3=O)cc1 (stereo not given)	5	5	1.6	-3	0.0	-16	12	1.6	-1
COc1ccc(S(=O)(=O)N2CCCCC2)cc1NC(=O)c1ccc(=O)[nH]c1	9	3	-0.3	6	-0.1	0	-4	0.9	0
COc1c(C)cc(C(=O)C2CCCN(C(=O)c3ccc4[nH]ccc4c3)C2)cc1C (stereo not given)	4	-3	-2.1	8	1.9	-6	2	0.1	0
Cc1cccc(Nc2nc(NCc3ccco3)c3ccccc3n2)c1	13	33*	-1.0	43	-0.7	-8	69	1.3	-1
Cc1nnc(-c2cccc(Br)c2)c2cn(-c3ccccc3)nc12	0	-5	-0.8	18	-5.7	-1	66	-0.3	-3
CC1=C(C(=O)OCC(C)C)C(c2ccsc2)C2=C(CCCC2=O)N1 (stereo not given)	6	3	-0.9	9	-1.1	-9	9	-0.9	1
CN(C)c1ccccc1C(=O)N1CCCC(C(=O)c2ccc3ccccc3c2)C1 (stereo not given)	6	1	-2.5	4	0.8	6	51	0.5	-4
N#Cc1nc(-c2ccc(OCc3ccccc3)cc2)oc1NCc1cccnc1	1	-4	-0.8	-20	1.8	-2	-6	-0.3	5
O=C(Nc1cccc(NC(=O)c2cccs2)c1)c1ccc2c(c1)OCCO2	0	-4	1.1	0	1.6	-12	9	0.0	2
CCOC(=O)N1CCC(N2C(=O)c3ccc(C(=O)O)cc3C2=O)CC1	1	0	-0.6	-18	-2.1	-4	20	0.4	-1
CCOC(=O)CNc1nc(C#N)nc(N2CCOCC2)n1	0	2	2.1	7	0.3	-9	12	1.4	1
CCCC(=O)N(CCN(Cc1ccccc1)C(=O)CCC)Cc1ccccc1	10	4	1.4	15	-2.7	1	-12	-0.3	4
Cc1nn(-c2ccccc2)c(Cl)c1/C=C/C(=O)c1ccccc1	3	-1	-0.8	11	-11	-7	9	-0.9	-2
COc1cccc(CCNC(=O)CC2C(=O)NCCN2Cc2ccc(Cl)c(F)c2)c1 (stereo not given)	5	2	0.2	6	-0.2	-9	37	0.1	-1
CCOc1ccc(C2C(C(=O)c3ccco3)=C(O)C(=O)N2Cc2cccnc2)cc1 (stereo not given)	4	2	0.3	-8	-2.3	-10	34	0.3	9
CCOC(=O)c1sc(-c2ccc(F)cc2)cc1N	3	-2	-1.3	21	-3.4	-10	54	-0.9	1
COc1cccc(C(c2c(NC(=O)c3ccccc3)sc(C)c2C)N2CCN(C)CC2)c1 (stereo not given)	5	0	-0.7	20	2.9	1	23	-0.4	-1
O=C(CCn1nnc2ccccc21)NNC(=O)C1CCCCC1	5	-3	-0.8	8	1.3	2	36	-0.1	-1
CC(OC(=O)CN(C)S(=O)(=O)c1ccc(Cl)cc1)C(=O)Nc1cccc(Cl)c1 (stereo not given)	5	-2	-0.1	-7	4.0	0	83*	1.2	0
Cc1cccc(-c2noc(CCc3ccccc3)n2)c1	1	0	0.6	26	1.9	-1	67	0.8	-1
CCN(CC)S(=O)(=O)c1ccc(Cl)c(C(=O)Nc2nncs2)c1	1	1	0.2	24	1.4	-6	18	0.9	0
COC(=O)c1cc(NC(=O)CCc2c(C)nc3ncnn3c2C)cc(C(=O)OC)c1	4	-3	1.0	-1	-2.8	2	27	1.1	0
C/C(=N\NC(=O)c1cccc(S(=O)(=O)Nc2ccccc2Cl)c1)c1ccco1	3	-2	-0.1	6	1.8	-4	-3	1.3	-1
CC(C)c1ccc(NC(=S)NCCc2c[nH]c3ccccc23)cc1	5	0	-2.2	2	-12	2	-5	0.1	8
C=CCn1c(SCC(=O)NCCCC(=O)OCC)nc2scc(-c3ccco3)c2c1=O	8	-3	-0.9	23	2.7	-8	8	-1.6	-2
O=C(O)c1ccc(N2C(=O)C3ON(c4ccccc4)C(c4ccccc4F)C3C2=O)cc1 (stereo not given)	1	-2	-0.3	12	-2.7	-2	11	-0.7	-1
Cc1ccc(/C(N)=N/OC(=O)N2CCOCC2)cc1	1	2	-0.2	28	-5.7	1	-1	0.1	2

One compound at a time, as listed above. Order of screens: BaF3 tox | Ba/F3 V617F tox | TRPN1 ag | PPC-1+TRAIL kill | TNF necrop inh | RBBP9 inhibitor | CHOP inhibitor | TRPML3 ag | Wee1 stabilizer
`COc1cccc(CCNC(=O)CC2C(=O)NCCN2Cc2ccc(Cl)c(F)c2)c1` (stereo not given) reads 5 | 2 | 0.2 | 6 | -0.2 | -9 | 37 | 0.1 | -1
`CCN(CC)S(=O)(=O)c1ccc(Cl)c(C(=O)Nc2nncs2)c1` reads 1 | 1 | 0.2 | 24 | 1.4 | -6 | 18 | 0.9 | 0
`CCOC(=O)c1sc(-c2ccc(F)cc2)cc1N` reads 3 | -2 | -1.3 | 21 | -3.4 | -10 | 54 | -0.9 | 1

Later entries:
SMILES	BaF3 tox	Ba/F3 V617F tox	TRPN1 ag	PPC-1+TRAIL kill	TNF necrop inh	RBBP9 inhibitor	CHOP inhibitor	TRPML3 ag	Wee1 stabilizer
CC(C)(O)C#Cc1ccc(C(=O)NCCc2ccc(S(N)(=O)=O)cc2)cc1	1	-5	-1.2	7	-0.6	4	-8	-0.5	-3
CN(Cc1ccccc1)C(=O)CC(c1ccccc1)c1cc(Cl)ccc1O (stereo not given)	1	2	-2.1	2	-2.4	-6	41	-0.9	-2
O=C(Cn1cnc2c(cnn2-c2ccc(Cl)cc2)c1=O)NCC1CCCO1 (stereo not given)	5	0	2.1	7	-1.3	-8	25	0.8	1
O=C(COC(=O)c1cc2c(s1)CCCC2)Nc1ccc(Cl)cn1	5	1	1.7	-2	2.5	0	-2	0.3	-1
Cc1ccc(C(=O)CC(C(=O)O)n2cccn2)cc1 (stereo not given)	3	-2	-1.3	22	1.1	6	-26	0.4	1
C=CCSC1=N/C(=C\c2cc(OCC)c(OC(C)=O)c([N+](=O)[O-])c2)C(=O)S1	7	-1	0.7	21	-1.7	2	34	0.6	0
CN(C)S(=O)(=O)c1ccc(C(=O)NCc2ccc3[nH]c4c(c3c2)CCCC4)cc1	3	-4	-0.5	-12	5.7	-1	68	0.3	-1
CS(=O)(=O)N1N=C(c2cccs2)CC1c1ccco1 (stereo not given)	4	-1	0.4	-9	-1.3	-2	-7	-0.5	-2
NC(=O)NC(Cc1ccccc1)C(=O)Nc1ccc(S(N)(=O)=O)cc1 (stereo not given)	2	-2	0.9	29	0.2	-2	46	0.2	2
O=C(COC(=O)CN1C(=O)c2ccccc2C1=O)Nc1ccc(S(=O)(=O)N2CCCC2)cc1	2	-2	0.2	13[5 µM]	-0.5	-3	-6	0.5	0
CCCN(CC(=O)Nc1cc(Cl)cc(Cl)c1)CC(=O)Nc1ccc(F)c(F)c1F	2	-1	-0.5	3	2.7	-22	76*	0.1	0
CCCCOC(=O)Nc1ccccc1C(N)=O	1	-3	0.5	1	1.1	0	24	0.5	-2
CCc1cccc2c(C(=O)CN3C(=O)NC(C)(c4cccc5ccccc45)C3=O)c[nH]c12 (stereo not given)	10	1	3.7	14	-2.4	-45	7	0.7	-2
O=C1C(=O)N(Cc2ccco2)C(c2cccs2)/C1=C(\O)c1cccc([N+](=O)[O-])c1 (stereo not given)	-2	3	1.8	8	-0.1	-7	-8	0.3	0
O=C(COC(=O)c1ccccc1C(=O)c1ccc(Cl)cc1)NC(c1ccccc1)c1ccccc1	8	5	-0.7	1	-0.9	-6	33	0.1	-3
CCN(CC)S(=O)(=O)c1ccc(C(=O)Nc2cc3oc4ccccc4c3cc2OC)cc1	2	-5	1.7	0	5.3	-6	9	0.9	-2
C[C@]12CC[C@@H]3c4ccc(O)cc4CC[C@H]3[C@@H]1C[C@@H](O)[C@@H]2O	1	-4	1.9	29	2.1	-3	51	1.1	0
O=C(OCn1nnc2ccccc2c1=O)c1ccc(O)cc1	-3	-2	-1.1	-13	1.8	-6	10	0.2	-2
N#CCCNC(=O)CCN1CCCCC1	4	-2	0.1	9	0.1	-9	-18	0.4	-2
O=C(NNC(=O)c1ccccc1[N+](=O)[O-])c1cnccn1	2	0	0.2	7	0.8	-3	0	0.7	3
CCN(CC)S(=O)(=O)c1ccc(S(=O)(=O)N2CCN(C(=O)c3ccco3)CC2)cc1	5	-1	-0.8	-14	1.6	-5	-8	0.7	1
CCOCCCNC(=O)CN1C(=O)C(CC)Oc2ccccc21 (stereo not given)	5	-2	-0.7	-13	1.1	-8	26	0.1	1
O=C(NCCOc1ccccc1-c1ccccc1)c1ccco1	2	3	-2.5	0	1.0	-11	-16	-0.5	3
CC1=C(C(=O)Nc2cccnc2)C(c2ccccn2)n2nnnc2N1 (stereo not given)	1	0	0.2	8	-0.6	-3	-16	0.8	-3
CCOC(=O)N1CCN(Cc2nc(-c3ccc(C)cc3)no2)CC1	2	0	0.9	13	-1.6	-4	29	0.6	-2
